STK33 kinase inh: inhibitors of human STK33 kinase. Q9BYT3. purified STK33, MBP phosphorylation, ADP-Glo luminescence. inhibition, % at 10 µM. hit rate 0.073% among 320,000. AID 2661;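 active = inhibition at or above 25%, using the most active replicate where run in duplicate; inactive = inhibition below 25%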
Target sequence (Q9BYT3 whole entry, looked up): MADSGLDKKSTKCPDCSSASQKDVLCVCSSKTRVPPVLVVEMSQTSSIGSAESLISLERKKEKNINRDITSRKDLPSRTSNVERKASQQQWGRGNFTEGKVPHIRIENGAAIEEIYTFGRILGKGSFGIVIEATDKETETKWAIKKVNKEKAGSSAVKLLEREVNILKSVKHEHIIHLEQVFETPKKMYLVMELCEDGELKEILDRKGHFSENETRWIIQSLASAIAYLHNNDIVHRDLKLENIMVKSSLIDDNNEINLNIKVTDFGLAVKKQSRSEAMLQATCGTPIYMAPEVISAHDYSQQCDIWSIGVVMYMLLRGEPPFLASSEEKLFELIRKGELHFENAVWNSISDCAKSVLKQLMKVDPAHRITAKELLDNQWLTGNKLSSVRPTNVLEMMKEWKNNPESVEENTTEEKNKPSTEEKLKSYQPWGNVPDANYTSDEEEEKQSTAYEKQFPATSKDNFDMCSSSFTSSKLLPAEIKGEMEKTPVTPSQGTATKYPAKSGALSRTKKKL
OX1R antag-1: blocks the human orexin 1 receptor; inhibition, % at 5 µM; CHO/OX1R cells, Fluo-8 calcium fluorescence, orexin A; AID 434989; hit rate 0.43% among 330,000; O43613;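 active = inhibition above its plate's threshold, mean inhibition of all tested compounds on the plate plus 3 SD, cut at about 37% in these data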;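 also: 0% = orexin A challenge wells and 100% = SB-334867-A antagonist wells; not every result past the cut was called active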
Target sequence (O43613 whole entry, looked up): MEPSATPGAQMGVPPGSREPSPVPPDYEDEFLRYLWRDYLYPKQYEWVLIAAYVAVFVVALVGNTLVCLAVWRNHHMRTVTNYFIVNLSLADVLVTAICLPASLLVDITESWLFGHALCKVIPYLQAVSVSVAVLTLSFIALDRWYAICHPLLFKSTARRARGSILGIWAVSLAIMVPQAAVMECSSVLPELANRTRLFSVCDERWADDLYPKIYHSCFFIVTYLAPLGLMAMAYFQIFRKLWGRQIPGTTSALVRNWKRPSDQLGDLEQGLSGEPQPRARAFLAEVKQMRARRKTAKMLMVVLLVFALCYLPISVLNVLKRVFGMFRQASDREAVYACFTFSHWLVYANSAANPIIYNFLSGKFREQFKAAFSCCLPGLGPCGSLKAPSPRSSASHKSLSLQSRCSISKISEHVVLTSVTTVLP
OX1R antag-2: antagonists of human orexin 1 receptor (OX1R); O43613; OX1R-expressing cells, FRET antagonist read-out; inhibition, % at 6.6 µM; hit rate 1.8% among 330,000; AID 485270; in the data active = inhibition mostly above about 38%, no sharp cut-off; inactive = mostly below about 40%;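 also: 0% = agonist challenge alone and 100% = reference antagonist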
An asterisk follows results filed as active; / = no result given. Rows are unselected; overall some 2.2% were active at least once.

STK33 kinase inh,OX1R antag-1,OX1R antag-2,SMILES
-0.2,18,6,O=C(c1ccncc1)N1CCN(C(=O)c2cccs2)CC1
0.0,-36,12,CCCc1cc(=O)oc2c3c(cc(OCC(=O)NCCN4CCOCC4)c12)OC(C)(C)CC3
-0.4,8,32,C=C1CCN(C(C)C(=O)O)S(=O)(=O)c2ccccc21 (configuration not stated)
0.8,-24,29,COc1ccc(OC)c(NC(=O)c2ccc(NS(=O)(=O)c3c(C)noc3C)cc2)c1
-3.4,3,6,COCCN(C(=O)CSc1nc(N)cc(=O)[nH]1)c1c(N)n(Cc2ccccc2)c(=O)[nH]c1=O
-1.5,-19,-2,COc1cccc(-c2coc3c(C)c4oc(=O)c(CC(=O)O)c(C)c4cc23)c1
0.9,-9,24,CC(=O)Nc1ccc(S(=O)(=O)N2CCCN(c3nc(C)cc(C)c3C#N)CC2)cc1
-0.4,-4,11,CCCSCCCNC(=O)Cn1cc2c(n1)CCC(C)C2 (configuration not stated)
0.4,-7,8,O=C(Nc1ccc(N2CCOCC2)cc1)C1(S(=O)(=O)c2ccccc2)CC1
-1.3,-4,1,Cc1cccc(C)c1NC(=O)CNC(=O)c1ccc(COc2ccccc2)cc1
-0.4,-23,9,COc1ccc(CN(C)CC(=O)Nc2ccccc2C(F)(F)F)c(OC)c1
0.2,-15,22,CC(=O)[C@H]1[C@H](c2cccc(Cl)c2)C(C#N)(C#N)[C@@H]2c3ccccc3C=CN21
-0.9,-4,19,COc1ccccc1C(=O)N1C(CC(=O)Nc2ccc(C)c(C)c2)C(=O)NC2CCCCC21 (configuration not stated)
-0.8,-2,10,Cc1cc(C)c(C)c(S(=O)(=O)NCc2ccc(C(=O)NCC3CCCO3)cc2)c1C (configuration not stated)
-0.8,-19,9,Cc1onc(-c2ccccc2)c1-c1ccnn1C(=O)NC(C)C
-2.9,-2,9,O=C(Oc1cccc(NC2=NS(=O)(=O)c3ccccc32)c1)c1ccncc1
-0.3,-21,1,O=C(c1ccc2c(c1)OCCO2)N1CCCC(CNS(=O)(=O)c2cccs2)C1 (configuration not stated)
-1.8,-20,8,Cc1ccc(-n2nnnc2SCC(=O)NC(=O)Nc2ccc3c(c2)OCCO3)cc1
0.4,-18,34,Cn1ccnc1Sc1ccc(/C=N/NC(=O)c2ccccc2O)cc1[N+](=O)[O-]
-1.4,-20,5,COCCn1c(SCC(=O)Nc2ccc(S(=O)(=O)N3CCOCC3)cc2)nc2ccccc21
-1.1,-8,5,O=Cc1ccc(C(=O)OCC(=O)NCCC2=CCCCC2)cc1
-0.4,-21,8,O=C(C1CCCO1)N1CCN(c2ncccn2)CC1 (configuration not stated)
0.6,-17,13,CCCc1cc(=O)oc2c3c(cc(OCC(=O)NCc4ccccn4)c12)OC(C)(C)CC3
-1.4,4,18,COc1ccc(C(=O)Nc2ccccn2)cc1S(=O)(=O)N1CCOCC1
1.0,-9,-1,CC(=O)NC(CC(=O)OCC(=O)N1CCN(S(=O)(=O)c2ccc(C)cc2C)CC1)c1ccccc1 (configuration not stated)
0.4,-34,11,CC(C)c1nc(SCC(=O)Nc2ccc(N(C)C)cc2)c2ccccc2n1
-0.6,-12,16,O=C(CSc1cccc[n+]1[O-])C12CC3CC(CC(C3)C1)C2
-0.1,-16,16,Cc1oc2c(cc(NS(=O)(=O)c3ccc(C(C)C)cc3)c3ccccc32)c1C(=O)O
1.5,-22,22,Cc1ccc(S(=O)(=O)N2CCN(C(=O)c3nn(C(C)C)c(=O)c4ccccc34)CC2)cc1C
-0.6,-15,6,Cn1c(SCC(=O)NNC(=O)Nc2ccccc2)nnc1-c1ccccc1

Next section.
STK33 kinase inh,OX1R antag-1,OX1R antag-2,SMILES
1.5,-4,13,CN(C(=O)COC(=O)c1ccc(=O)n(Cc2ccccc2)n1)C1CCS(=O)(=O)C1 (configuration not stated)
-0.8,-7,8,O=C(NS(=O)(=O)c1ccc(Cl)s1)c1ccccc1
-2.1,-12,21,Cc1cccc(CN2CCC(n3nccc3NC(=O)c3ccccc3C)CC2)n1
-0.5,-1,16,O=C(NC(=S)Nc1ccc(Cc2ccncc2)cc1)c1ccc(F)cc1
-1.7,-11,15,O=S(=O)(c1cccs1)N1CCN(c2ccc(O)cc2)CC1
-1.4,-7,23,COc1ccc(CCNC(=O)c2cc(-c3ccccc3)c(N3CCOCC3)s2)cc1OC
-0.3,8,13,COc1ccc(S(=O)(=O)Nc2ccc(C)cc2)cc1N(C)S(=O)(=O)c1ccc(Cl)cc1
-0.7,2,5,CN1CCN(C(=O)CCCN2C(=O)/C(=C/c3ccc(Cl)cc3)SC2=S)CC1
-0.4,-10,0,CCOc1ccc(CNC(=O)CCS(=O)(=O)c2ccc3c(c2)NC(=O)CO3)cc1OC
-1.7,-20,7,O=C(CNC(=O)c1ccc(Cl)cc1)N/N=C/c1cccnc1
-0.5,-24,21,COC(=O)c1cc(S(=O)(=O)NCC2CCN(CCc3ccc(OC)cc3)CC2)cn1C
-2.5,-24,12,NC(=O)COc1ccccc1/C=C1/SC(=O)N(CC(=O)N2CCc3ccccc3C2)C1=O
/,-43,5,Clc1ccc(SCCOCCN2CCCCCC2)cc1
0.7,5,10,Cc1ccc[n+](CC(=O)c2ccc(NC(=O)c3ccccc3)cc2)c1
-0.8,-21,-2,O=C(Cn1c(=O)oc2cc(S(=O)(=O)N3CCCC3)ccc21)N1CCN(c2ccccn2)CC1
0.5,4,33,CSc1c(CC(=O)Nc2ccc(F)cc2)n(Cc2ccccc2)c2ccccc12
1.0,-10,1,O=C(O)c1ccc(NS(=O)(=O)c2ccc(N3C(=O)CCC3=O)cc2)cc1
-1.0,-19,18,Cc1ccccc1OCc1nc(-c2ccc(Br)o2)no1
0.3,-10,11,O=C(COc1ccc(Br)cc1CO)Nc1ccccc1
0.7,-12,6,Cc1nc2n(n1)CC(O)CS2 (configuration not stated)
0.3,-12,5,Cn1nccc1NS(=O)(=O)c1ccc(C(C)(C)C)cc1
0.6,-33,19,CCOc1ccc(NC(=O)C2CCCN2C(=O)OCc2ccccc2)cc1 (configuration not stated)
-2.6,0,2,NC(=O)C1CCN(S(=O)(=O)c2ccccc2[N+](=O)[O-])CC1
7.4,6,18,Nc1ccc2c(c1)N1CCN=C1S2
0.3,-18,5,C[C@@H]1C=C(C(=O)NCc2ccccc2)O[C@H](OCc2ccc(CO)cc2)C1
0.4,-13,14,COc1ccccc1OCCOCCOc1ccc(C)cc1[N+](=O)[O-]
0.1,-22,28,OCCNCCOc1ccccc1-c1ccccc1
-0.1,-13,2,O=C(CCCOc1ccc(Cl)cc1Cl)n1nnc2ccccc21
-2.0,4,4,CCN(CC(=O)Nc1ccc(S(=O)(=O)N2CCCC2)cc1)CC(=O)Nc1ccccc1C(F)(F)F
-0.8,-16,9,Cc1ccc(C(=O)O/N=C(\N)c2ccc(Br)cc2)cc1

One compound at a time, from the list above.
CN(C(=O)COC(=O)c1ccc(=O)n(Cc2ccccc2)n1)C1CCS(=O)(=O)C1 (configuration not stated) in the list: STK33 kinase inh: 1.5; OX1R antag-1: -4; OX1R antag-2: 13
CCN(CC(=O)Nc1ccc(S(=O)(=O)N2CCCC2)cc1)CC(=O)Nc1ccccc1C(F)(F)F in the list: STK33 kinase inh: -2.0; OX1R antag-1: 4; OX1R antag-2: 4
CN1CCN(C(=O)CCCN2C(=O)/C(=C/c3ccc(Cl)cc3)SC2=S)CC1 in the list: STK33 kinase inh: -0.7; OX1R antag-1: 2; OX1R antag-2: 5

Following part:
STK33 kinase inh,OX1R antag-1,OX1R antag-2,SMILES
-0.4,-15,18,CC(=O)OCc1cc(-c2nn(C)c(=O)c3ccccc23)ccc1C
0.0,-9,12,CN(C)CC(=O)Nc1ccc2cn[nH]c2c1
-1.0,-15,27,C=CCn1c(NC(=O)c2ccc(C)cc2)nc2ccccc21
-0.1,-14,25,CCCn1c(/C=C/c2ccco2)nc2ccccc21
-1.5,-19,10,COc1ccccc1-c1nnc(SCC(=O)NC2CCCCC2)n1C
0.4,6,5,COc1cccc(NC(=O)c2ccc(S(=O)(=O)N(C)C)cc2)c1
0.5,-23,28,Cc1ccc(C(C(=O)NC2CCCCC2)N(C(=O)c2csnn2)C2CC2)cc1 (configuration not stated)
-0.8,16,19,C#CCOCCOCCOCCNc1nc(N2CCN(C(=O)[C@H](Cc3ccc(O)cc3)n3cc([C@@H](N)C(C)CC)nn3)CC2)nc(N2CCN(C(=O)[C@H](CCCCN)n3cc([C@@H](N)CO)nn3)CC2)n1 (some centres not stated)
-2.2,-2,40,Cc1ccc(S(=O)(=O)N2[C@@H](c3ccccc3)C(C(=O)O)=CC[C@H]2c2cccs2)cc1
2.0,-12,44,COc1cc2ncnc(NCc3ccc(C)cc3)c2cc1OC
-0.6,-19,8,CC(=O)c1ccc(NC(=O)c2cc(C)nc3ccccc23)cc1
-3.5,-3,27,O=C(NCCCN1CCOCC1)c1ccc(N2CCOCC2)c([N+](=O)[O-])c1
0.2,-48,7,COc1ccc(C)cc1NC(=O)C(NC(=O)c1cc(OC)c(OC)c(OC)c1)C(C)C (configuration not stated)
0.8,-17,8,Cn1c2ccc(F)cc2c2ncn(CC3CCCO3)c(=O)c21 (configuration not stated)
-0.4,-13,10,CCOC(=O)c1ccc(NC(=O)CC2C(=O)N(c3cccc(OC)c3)C(=O)N2CCOC)cc1 (configuration not stated)
-1.6,-8,8,CC(C)(CO)CNC(=O)CCc1nnc(-c2ccc(-c3ccccc3)cc2)o1
-1.3,-3,1,CCCC(=O)NC(=S)Nc1ccccc1C(=O)OC
0.4,-11,8,CC1(C)CN(O)CCN1O
-2.4,-14,10,Cc1nc2ccc(S(=O)(=O)NC(C(=O)N3CCCCCC3)C(C)C)cc2s1 (configuration not stated)
1.0,-10,13,O=C(CSc1nnc(CNC(=O)c2c(F)cccc2F)o1)NCC1CCCO1 (configuration not stated)
-3.5,-17,16,CCc1ccc(-c2cc(C(F)(F)F)n3nc(C(=O)Nc4c(C)nn(Cc5ccccc5C)c4C)cc3n2)s1
-2.3,2,13,O=C(NCCNc1ccc([N+](=O)[O-])cc1)c1ccc(Cl)cc1
-1.3,-6,19,COc1ccccc1NS(=O)(=O)c1ccc(NC(=O)Cc2cccs2)cc1
-1.5,-8,5,CCCC(=O)NCCc1nc2ccccc2n1C
-0.6,-1,22,CS/C(=C\[N+](=O)[O-])Nc1ccccc1
-1.4,-21,15,Cc1cc(C)nc(SCC(=O)Nc2ccc(N3CCOCC3)cc2)n1
/,-11,0,C[C@H](CO)N1C[C@H](C)[C@@H](CN(C)S(=O)(=O)c2ccccc2)Oc2ccc(NS(=O)(=O)c3ccccc3)cc2C1=O
-0.8,-2,1,C=C(C)CSc1nncn1/N=C/c1ccc(OC)cc1
-1.6,-23,38,CC(=O)c1ccc(NC(=O)COC(=O)c2ccccc2Nc2ccccc2)cc1
-0.1,20,2,COCc1cc(=O)n2[nH]c(SC)nc2n1

Given in markdown: entries from further up
| SMILES | STK33 kinase inh | OX1R antag-1 | OX1R antag-2 |
| --- | --- | --- | --- |
| COCc1cc(=O)n2[nH]c(SC)nc2n1 | -0.1 | 20 | 2 |
| CC(=O)c1ccc(NC(=O)c2cc(C)nc3ccccc23)cc1 | -0.6 | -19 | 8 |
| CCCn1c(/C=C/c2ccco2)nc2ccccc21 | -0.1 | -14 | 25 |
| Cc1cc(C)nc(SCC(=O)Nc2ccc(N3CCOCC3)cc2)n1 | -1.4 | -21 | 15 |
| COc1ccccc1-c1nnc(SCC(=O)NC2CCCCC2)n1C | -1.5 | -19 | 10 |

The listing continues.
STK33 kinase inh,OX1R antag-1,OX1R antag-2,SMILES
1.3,-17,9,O=C(NCc1cccc2ccsc12)c1cccs1
0.3,-5,9,O=C(O)C1CC1(c1ccccc1)c1ccccc1 (configuration not stated)
-0.9,-4,5,CN(Cc1ccc(Cl)cc1)C(=O)COC(=O)c1ccc(-c2ccc(O)cc2)cc1
-0.3,-43,-1,COc1ccccc1N1CC(C(=O)NC2CCCCCC2)CC1=O (configuration not stated)
-0.4,-10,10,C/C=C/C(=O)N1CC2(CC(c3cccc(NC(=O)CC(c4ccccc4)c4ccccc4)c3)=NO2)C[C@H]1C(N)=O (some centres not stated)
-1.5,-14,12,CCC1=C(OC(=O)N(CC)CC)N2C(=O)OC(=NCCOC)[C@]2(Cc2ccccc2)[C@H]2C1=CC[C@H]1C(=O)NC(=O)[C@H]12
-1.5,-2,-2,CNC(=O)C(=O)NCC1OCCN1S(=O)(=O)c1ccc2c(c1)OCCO2 (configuration not stated)
-0.2,-19,11,O=c1c2cnn(-c3ccccc3)c2ncn1Cc1cccc(Cl)c1
0.6,-6,43,N#C/C(=C\c1ccc(-c2ccccc2[N+](=O)[O-])o1)C(N)=O
1.2,-11,25,Cc1ccc(-c2noc(CSc3nnc(Cc4ccccc4)n3-c3ccc(Cl)cc3)n2)cc1
-4.2,-21,18,CCc1cc2c(cc3c(=O)n(CC(=O)NCCCN(CC)CC)nc(CC)n32)s1
0.3,15,5,Cc1c(C(=O)/C=C/c2cccs2)oc2ccc(F)cc12
/,-25,19,O=C(CCCc1nc(-c2ccccc2Cl)no1)NC1CCCC1
-0.6,-8,9,O=C(OC1CCN(c2ncc(C(F)(F)F)cc2Cl)CC1)c1ccccc1
-1.3,-29,5,Cc1ccc(C(=O)N2CCN(S(=O)(=O)c3cc(Br)ccc3Br)CC2)o1
1.5,-3,33,CCOC(=O)c1c(/N=C/N(C)C)sc(C(=O)OC)c1C
-0.9,-12,17,COC(=O)CNC(=O)CSc1nc2sccc2c(=O)n1-c1ccccc1
-3.7,-45,5,CCCc1nc(N2CCOCC2)c(C#N)c2c1CCCC2

Looked up above:
OX1R antag-1 with Cc1cccc(CN2CCC(n3nccc3NC(=O)c3ccccc3C)CC2)n1 stands at -12
OX1R antag-1 with COc1ccccc1OCCOCCOc1ccc(C)cc1[N+](=O)[O-] stands at -13

Assay outcomes: PubChem BioAssay, several laboratories
